Screens as filed in PubChem.
SIRT5 block – sirtuin-5 (human) deacylase inhibition; Q9NXA8; AID 652115; inhibition, % at 15 µM; Purified SirT5, succinyl-peptide AMC, trypsin-coupled fluorescence; 330,000 tested, 1.1% active; in the data active = inhibition above about 15%; inconclusive = no clear call, values can overlap the other calls
Target sequence (Q9NXA8 whole entry, looked up): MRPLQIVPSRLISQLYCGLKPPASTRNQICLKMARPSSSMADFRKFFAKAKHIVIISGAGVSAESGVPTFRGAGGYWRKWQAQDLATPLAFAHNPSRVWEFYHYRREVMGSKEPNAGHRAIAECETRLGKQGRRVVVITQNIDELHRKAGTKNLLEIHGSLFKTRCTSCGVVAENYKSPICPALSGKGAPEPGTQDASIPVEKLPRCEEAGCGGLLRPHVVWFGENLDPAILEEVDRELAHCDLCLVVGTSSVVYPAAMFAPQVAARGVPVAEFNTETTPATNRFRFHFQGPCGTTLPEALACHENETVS
LGR2 inh – inhibitors of bursicon-induced Drosophila LGR2 receptor cAMP signaling; inhibition, % at 9.99 µM; HEK293 LGR2, CRE-luciferase, bursicon-stimulated, 4 h; 380,000 tested, 0.35% active;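 active = drop in luminescence signal, shown as inhibition above about 50% in the replicate tests, limit read from the data, passing the limit was not always enough; inconclusive = probably only some replicates passing the limit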;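 note: agonist challenge used bursicon conditioned medium at about half maximal strength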
C2C12 statin – suppression of simvastatin myotoxicity | 330,000 tested, 0.78% active | AID 602340 | C2C12 myotubes + simvastatin, ATP luminescence, 48 h; scaled: DMSO 0, geranylgeraniol control 100 | rescue of ATP level, % at 7.49 µM;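 active = mean ATP rescue above about 67%, or every replicate alone reaching that limit, limit read from the data, passing the limit was not always enough; inconclusive = no clear call, values can overlap the other calls; inactive = mean under the limit and some replicate under it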;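 note: myotubes were challenged with 10 µM simvastatin during compound exposure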
esBAF inh – blocks esBAF chromatin remodeling in mouse ES cells; Bmi1-luciferase knock-in reporter, 24 h; 100% = twice the neutral-well signal; reporter increase, % at 12.5 µM; 350,000 tested, 2% active; AID 602393; in the data active = activation above about 40%; inconclusive = no clear call, values can overlap the other calls;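 note: 0% = median of the plate's neutral control wells and 100% = double that signal; a rise in the Bmi1 reporter signal indicates esBAF inhibition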
S100A4 MyoIIA – inhibitors of human S100A4 binding to myosin IIA peptide; P26447; 360,000 tested, 0.14% active; S100A4/TAMRA-MyoIIA peptide fluorescence polarization; inhibition, % at 10.7 µM; AID 652163;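 active = mean inhibition of at least 70% across replicates, with every replicate also reaching that level; inconclusive = mean inhibition reaches 70% but some replicates fall short; inactive = mean inhibition below 70%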
Target sequence (P26447 whole entry, looked up): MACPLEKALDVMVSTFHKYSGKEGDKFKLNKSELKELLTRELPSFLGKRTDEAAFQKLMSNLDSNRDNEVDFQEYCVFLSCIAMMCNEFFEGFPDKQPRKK
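Test system – S100A4 monomer (human) · Compound – single-point compound testing · Schedule – 5 min incubation before reading · Probe or stimulus – TAMRA-labelled myosin IIA heavy-chain peptide probe, 5 nM · Benchmarks – neutral control DMSO, positive control TFP · Medium – Calcium-containing HEPES buffer, pH 7.2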
Casp6 inh – caspase-6 (human) enzyme inhibition; 350,000 tested, 0.53% active; P55212; inhibition, % at 12.5 µM; AID 686996; purified caspase-6, Z-VEID-R110 cleavage fluorescence;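 active = mean inhibition across replicates at least about 35%, with every replicate also reaching that limit, limit read from the data; inconclusive = only one of the two criteria met; inactive = neither criterion met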;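 note: 0% = median of neutral control wells and 100% = no fluorescence left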
Target sequence (P55212 24-179 limits assumed): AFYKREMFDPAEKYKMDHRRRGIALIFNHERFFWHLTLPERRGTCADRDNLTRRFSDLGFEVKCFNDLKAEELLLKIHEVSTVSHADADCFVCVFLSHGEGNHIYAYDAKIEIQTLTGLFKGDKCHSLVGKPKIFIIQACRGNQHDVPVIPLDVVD
Target sequence (P55212 194-293 limits assumed): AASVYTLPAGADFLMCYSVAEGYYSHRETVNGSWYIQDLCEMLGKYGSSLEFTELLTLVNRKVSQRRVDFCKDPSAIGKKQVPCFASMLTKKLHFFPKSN
FN deposit inh – fibronectin deposition inhibition; AH1F fibroblasts, Alexa488-fibronectin deposition fluorescence, overnight; inhibition, % at 12.6 µM; 350,000 tested, 0.086% active; AID 743247;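 active = mean inhibition across replicates of 30% or more, regardless of how many single replicates reach that level; inconclusive = mean under 30% yet at least half of replicates reach 30%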;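 note: positive control wells lacked labelled fibronectin entirely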
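Measured by – fluorescence 485/525 nm · System – AH1F fibroblast monolayer, labelled fibronectin deposition · Amount – 10000 cells per well · Buffer or medium – serum-reduced DMEM (2% serum) · Doses – single dose, pinned · Also added – fluorescent fibronectin at 24 nM final · Schedule – 1 h cell attachment, overnight exposure to compound and label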
Starred values were filed as active, the others as inactive; ? = inconclusive; / = no result given; & = joins results of further samples. This is a subset, so the mix of outcomes need not match the whole.

SMILES	SIRT5 block	LGR2 inh	C2C12 statin	esBAF inh	S100A4 MyoIIA	Casp6 inh	FN deposit inh
C[C@@H]1CN([C@@H](C)CO)C(=O)Cc2cc(NS(=O)(=O)c3cccs3)ccc2O[C@@H]1CN(C)Cc1ccc(Cl)c(Cl)c1	6	7	55	2	4	-2	/
Cn1ccnc1SCC(=O)c1c[nH]c2ccccc12	3	5	-3	32	-6	0	3
COc1ccc(CCNc2nc3c(c(=O)n(C)c(=O)n3C)n2C)cc1OC	/	/	5	4	/	/	-1
COc1cc(OC)cc(-c2c(Sc3ccccc3)c3cc(-c4ccc(SC)cc4)ccc3n2C)c1	-8	6	/	/	-4	-3	-19
COc1ccc(Cl)cc1NC(=O)CN1CCN(C(=O)N2CCOCC2)CC1	-1	26	5	-1	-1	-1	/
Cc1ccccc1NCCC(=O)Nc1ccc(F)cc1	1	-10	5	5	-2	1	-3
COc1ccc(C(=O)NC(C)c2nnc(SCC(=O)NC3CCCCC3)n2C)cc1 (configuration not stated)	-2	-27	8	0	0	0	2
C[C@@H]1CN([C@@H](C)CO)C(=O)Cc2cc(NC(=O)c3ccncc3)ccc2O[C@@H]1CN(C)S(=O)(=O)c1cccs1	-2	11	-2	-1	-11	0	-8
C[C@@H]1CN([C@@H](C)CO)C(=O)c2cc(-c3ccccc3F)cnc2O[C@H]1CN(C)C	-1	-3	-8	-3	5	-3	4
Cc1ccc(/C([O-])=C(/C(=S)NCc2ccco2)[n+]2ccccc2)cc1[N+](=O)[O-]	-5	-4	4	7	-6	9	-1
COc1cccc(C(=O)COC(=O)C2CC3CCCC(C2)C3=O)c1 (configuration not stated)	-23	-9	28	1	8	-2	3
C[C@@H]1CN([C@@H](C)CO)C(=O)c2cccc(NS(C)(=O)=O)c2O[C@@H]1CN(C)CC1CCCCC1	-7	8	-27	-1	10	0	/
S=C(NCC1CCCO1)NC1CC1 (configuration not stated)	-2	11	2	4	-27	-2	/
CCCCOc1ccc(C(=O)N/N=C/c2cn[nH]c2-c2ccc(OC)c(OC)c2)cc1	1	10	1	-1	3	-6	7
CN1CCN(C(=O)C(=O)c2cn(CC(=O)N3CCCCCC3)c3ccccc23)CC1	/	-2	-13	-1	-4	0	-8
Cc1ccc(SCC(=O)NC(=O)c2ccccc2Br)c(C)c1	/	-4	3	-2	-8	0	-1
COc1ccc(C)cc1NC(=S)NN1CCN(C)CC1	-2	4	/	/	-1	2	-16
COc1cc(/C=N/NC(=O)Cc2ccccc2)cc([N+](=O)[O-])c1O	/	-2	64	-5	-1	2	8
CC(=O)Nc1ccc(C(=O)NNC(=O)c2cccc(C)c2)cc1	5	12	15	-5	-10	-2	2
C[C@@H]1CCCCO[C@H](CN(C)C(=O)Nc2cccc3ccccc23)[C@@H](C)CN([C@@H](C)CO)C(=O)c2cc(NC(=O)C3CCCCC3)ccc2O1	12	-15	/	2	-6	1	/
O=C(CCC(=O)N1CCOCC1)NCc1cccc(C(F)(F)F)c1	-1	-8	-1	-3	11	-1	-5
COc1ccc(CN(C)C[C@@H]2OCCCC[C@H](C)Oc3ccc(NC(=O)Nc4ccc(OC)cc4)cc3C(=O)N([C@H](C)CO)C[C@H]2C)cc1	-1	/	/	-3	-3	-2	-5
O=C(NCCCCc1ccccc1)c1ccc(F)cc1	-3	-13	-4	19	-9	2	-1
COc1ccc(OC(=O)COc2ccccc2C)cc1	-1	-24	4	-4	1	1	6
CNC(=O)c1cc2cc(Cc3ccccc3Cl)ccc2oc1=O	4	-19	-7	9	-2	-2	4
Cc1ccc(-n2ncc3c(=O)[nH]c(SCC(=O)N4CCCC4)nc32)cc1C	-2	7	3	-11	0	-2	6
CNC[C@H]1OCCCC[C@H](C)Oc2ccc(NS(=O)(=O)c3ccc(C)cc3)cc2C(=O)N([C@H](C)CO)C[C@@H]1C	0	-24	-10	-1	-6	1	-14
Cc1ccc(S(=O)(=O)NCc2cccnc2)cc1C(=O)NC1CCCCC1	-2	12	-12	7	-9	-2	-8
CN(CCc1ccccn1)C(=O)CN(C)S(=O)(=O)c1ccc2c(c1)c(=O)n(C)c(=O)n2C	-1	-2	6	-7	0	1	/
COCC(=O)N1C[C@@H](C)[C@H](OC)CN(C)C(=O)c2ccc(NC(=O)c3ccc(F)cc3)cc2OC[C@@H]1C	-2	-4	-6	-3	-2	0	15

Random excerpt: 2 entries already listed.
SMILES	SIRT5 block	LGR2 inh	C2C12 statin	esBAF inh	S100A4 MyoIIA	Casp6 inh	FN deposit inh
COc1ccc(OC(=O)COc2ccccc2C)cc1	-1	-24	4	-4	1	1	6
Cc1ccc(S(=O)(=O)NCc2cccnc2)cc1C(=O)NC1CCCCC1	-2	12	-12	7	-9	-2	-8

(list continues)
SMILES	SIRT5 block	LGR2 inh	C2C12 statin	esBAF inh	S100A4 MyoIIA	Casp6 inh	FN deposit inh
CC(NC(=O)C(NS(=O)(=O)c1cccs1)C(C)C)c1ccc(S(N)(=O)=O)cc1 (configuration not stated)	-2	-8	-8	-1	-6	10	4
CC(OC(=O)c1nn(C)c(=O)c2ccccc12)C(=O)NC1CCCCC1C (configuration not stated)	2	-1	4	/	-3	-4	-1
C[C@@H]1CN([C@H](C)CO)C(=O)c2cccc(NC(=O)Nc3ccccc3)c2O[C@H]1CN(C)C(=O)Nc1ccc2c(c1)OCO2	-8	24	-13	29	6	0	/
NC(=O)c1ccc(NC(=O)C2CC2)cc1	0	15	/	/	-1	2	14
CC1CCN(C(C)C(=O)Nc2ccc(S(=O)(=O)N3CCCC3)cc2)CC1 (configuration not stated)	-1	-2	2	-1	-6	-2	4
O=C(COC(=O)COc1ccc(Br)cc1)NCc1ccc2c(c1)OCO2	/	17	2	2	3	-3	2
CC1(C)Cc2cccc(OC(=O)NC3CCCCC3)c2O1	2	-8	/	/	0	-1	0
CCN(CC)S(=O)(=O)c1ccc(N2CCCC2)c(NC(=O)c2ccc([N+](=O)[O-])o2)c1	/	-17	31	8	-2	1	4
COc1ccc2c3c([nH]c2c1)[C@@H](CO)N(Cc1cccnc1)CC31CN(C(=O)c2cccnc2)C1	3	4	/	/	0	/	/
O=C1CSC(c2cccnc2)N1c1ccc(Cl)cc1 (configuration not stated)	0	9	-2	2	0	5	-13
CC(=O)Nc1cc(C(=O)CSc2nnc(C3CC3)n2C2CC2)ccc1O	2	-4	-13	-9	2	14	-6
CNC[C@@H]1Oc2ccc(NC(=O)Nc3ccc4c(c3)OCO4)cc2C(=O)N([C@@H](C)CO)C[C@H]1C	-4	-5	-9	-8	10	-1	/
Oc1ccc(C[C@H]2CNC(=S)N2CC2CCCN2C[C@H](Cc2ccccc2)N2C[C@H](Cc3ccc(O)cc3)N(CCc3ccccc3)C2=S)cc1 (some centres not stated)	/	11	3	5	1	-2	1
COC(=O)c1ccccc1NC(=O)COC(=O)CO/N=C(\C)c1ccc2c(c1)OCO2	-4	-5	2	-5	3	-3	-3
C[C@@H]1CN([C@@H](C)CO)C(=O)c2cc(NS(=O)(=O)c3ccccc3)ccc2O[C@H]1CN(C)S(=O)(=O)c1ccccc1	2	-10	9	-2	-10	-3	/
CO[C@H]1CN(C)C(=O)c2cc(NC(=O)c3cccc(F)c3)ccc2OC[C@@H](C)N(C(C)=O)C[C@H]1C	/	-8	13	-4	/	/	7
COc1ccccc1CNC(=O)C[C@H]1CC[C@@H]2[C@@H](COc3ccc(NC(C)=O)cc3C(=O)N2C)O1	/	-16	-38	-11	/	/	6
COc1ccc(CCNC(=O)CNCCc2ccc(F)cc2)cc1	-4	-8	6	5	-4	-4	-1
Cn1c(CNc2cccc(Cl)c2)nnc1SCC(=O)OC1CCCCC1	/	/	-1	-7	/	/	1
Cc1nn(CCOc2ccccc2)c(=O)n1-c1ccc(F)cc1	/	/	8	27	/	/	11
CC(O)(c1cccc(F)c1)c1nc(-c2ccc(Cl)cc2)cs1 (configuration not stated)	/	10	-40	-2	-2	5	-7
CCCCn1c(N)c(N(CCOC)C(=O)c2ccc(COc3ccccc3)o2)c(=O)[nH]c1=O	8	-1	4	-6	10	1	-1
O=C(NCC(F)(F)F)[C@H]1[C@H](CO)[C@H]2Cn3c(cccc3=O)[C@@H]1N2CC1CCOCC1	3	2	0	1	-7	-2	/
CC(C)N(Cc1c(O)ccc2c(=O)c(-c3ccc(Cl)cc3)coc12)C(C)C	/	/	-3	5	-4	4	13
CC(OC(=O)C1CC(=O)N(Cc2ccco2)C1)C(=O)Nc1ccccc1[N+](=O)[O-] (configuration not stated)	-3	14	3	-9	-2	3	2
CC(=O)N1N=C(c2ccccc2)CC1c1ccc(F)cc1 (configuration not stated)	3	12	15	-2	-2	0	-17
C[C@H](CO)N1C[C@H](C)[C@H](CN(C)Cc2ccc(Cl)c(Cl)c2)OCCCC[C@H](C)Oc2ccc(NC(=O)NC3CCCCC3)cc2C1=O	10	-8	-14	4	-7	-3	/
CCOC1OC(=O)C(Cl)=C1Nc1ccc(C)cc1C (configuration not stated)	-8	-3	/	/	0	1	2
CNC[C@@H]1Oc2ccc(NC(=O)Nc3ccccc3)cc2C(=O)N([C@@H](C)CO)C[C@H]1C	-4&-4	-22&-13	10&13	-5&10	-2&-5	-3&-1	5&-5
CN1CC(c2ccc(C#N)cc2)C2(COc3ccccc3C2=O)C12C(=O)Nc1ccccc12 (configuration not stated)	/	/	4	-20	/	/	5

A few values from above:
C2C12 statin with `CC(OC(=O)C1CC(=O)N(Cc2ccco2)C1)C(=O)Nc1ccccc1[N+](=O)[O-]` (configuration not stated) → 3
LGR2 inh with `CC(=O)N1N=C(c2ccccc2)CC1c1ccc(F)cc1` (configuration not stated) → 12
FN deposit inh with `CN1CC(c2ccc(C#N)cc2)C2(COc3ccccc3C2=O)C12C(=O)Nc1ccccc12` (configuration not stated) → 5

The list goes on.
SMILES	SIRT5 block	LGR2 inh	C2C12 statin	esBAF inh	S100A4 MyoIIA	Casp6 inh	FN deposit inh
Cc1nc(N2CCN(c3ccccc3)CC2)[nH]c(=O)c1CCC(C)C	-5	14	86*	0	-5	-3	-1
O=C(NC(=S)Nc1cccc(NC(=S)NC(=O)c2ccco2)n1)c1ccco1	3	-16	/	/	6	10	-2
Cc1cccn2c(=O)c(/C=C(\C#N)C(N)=O)c(N3CCN(Cc4ccc5c(c4)OCO5)CC3)nc12	-2	/	/	/	-4	2	14
O=C(C1CC1)N1C[C@H]2[C@@H](c3ccccc31)[C@H](CO)N2C(=O)c1ccccc1F	2	-17	3	0	?	-1	20
O=C(CCCn1c(=O)[nH]c2ccsc2c1=O)N1CCN(Cc2ccc3c(c2)OCO3)CC1	/	/	-1	-4	/	/	-8
COc1ccc(NC(=O)N(C)C[C@@H]2OCCCC[C@H](C)Oc3ccc(NC(=O)C4CCCCC4)cc3C(=O)N([C@H](C)CO)C[C@@H]2C)cc1	-6	?	/	9	2	-3	/
O=C1C=C(c2ccc(C(=O)O)cc2)C[C@@H](c2ccc(Cl)cc2)C1	2	-23	4	13	-3	-1	1
COc1ccc2c3c([nH]c2c1)[C@@H](CO)N(C(=O)Nc1ccc(F)cc1)CC31CN(CC2CCOCC2)C1	-22	-3	/	/	2	1	/
COc1ccc(CN2CCNC(=O)C2CC(=O)NC2CCOCC2)cc1C (configuration not stated)	-3	15	/	/	-2	-1	-2
CC(C)C[C@H]1CNC(=O)C(=O)N1C[C@H](C)NC(=O)Cc1ccccc1	/	-5	-3	-6	-2	-1	8
CCc1ccc2oc(C(=O)N3CCN(c4ccccc4OC)CC3)cc(=O)c2c1	-2	-4	-10	6	-3	0	-2
Cc1ccc(-n2c(SCC(=O)NC3CCS(=O)(=O)C3)nc3ccccc3c2=O)cc1 (configuration not stated)	-1	/	/	/	5	2	-1
Cc1ccc(S(=O)(=O)N/N=C\c2cn(CC(N)=O)c3ccccc23)cc1	1	8	/	/	-2	-1	7
COc1ccccc1CNC(=O)CSc1ccc(-c2ccccn2)nn1	0	-5	/	/	0	0	0
